From PubChem BioAssay
TRb SRC2 PPI: TRbeta-SRC2 interaction inhibition; P10828; TRbeta-SRC2 peptide binding, fluorescence polarization; receptor liganded with 1 µM T3; Potency, µM (top dose mostly 106 µM), without a hit: at the top dose activity change, negative = inhibition, actives largely listed as inhibitors; 280,000 compounds, 0.065% hits; AID 1469;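 also: plate controls were bound peptide for no effect and peptide without receptor for full effect; nearly all actives have a fitted effect of over 50% in size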
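TRb LBD 0.6 uM + Texas Red SRC2 peptide 20 nM, 1 uM T3, Tris buffer w/ 5% DMSO; compound pinned, 5 h RT; FP read ex 555/em 632; normalized to unbound and bound controls.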
aGlu spleen mod: lysosomal alpha-glucosidase (human) modulation; Potency, µM (titrated, usually from 79.9 µM), for inactives: top-dose activity change, negative = inhibition, hits mostly inhibitors; 240,000 compounds, 0.006% hits; AID 2112; P10253; human spleen homogenate, 4-MU-alpha-glucoside fluorescence;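 also: 0% = enzyme with vehicle and -100% = no enzyme basal signal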
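AC50 values come from Hill-equation fits of concentration-response data, normalized to no-enzyme and full-activity controls. Enzyme source: 1 ug human spleen homogenate; 1 mM fluorogenic 4-MU glucoside, pH 5.0 citrate buffer, 37 C, 40 min.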
GoLoco inh red: blocks human Gai1 binding to RGS12 GoLoco peptide, red readout | P63096 | Gai1:RGS12 GoLoco peptide FP, rhodamine, 10 min | Potency, µM (series often up to 61.6 µM), inactives show at the top dose activity, negative = inhibition, most hits filed as inhibitors | 230,000 compounds, 0.44% hits; active = well fitted inhibition curve with a large enough effect, not every such curve was filed as active; inactive = no such curve, though single readings can be large or run the other way; also: nearly all actives have a fitted effect of over 30% in size; many of its hits are not listed in these tables
Target sequence (P63096 whole entry, looked up): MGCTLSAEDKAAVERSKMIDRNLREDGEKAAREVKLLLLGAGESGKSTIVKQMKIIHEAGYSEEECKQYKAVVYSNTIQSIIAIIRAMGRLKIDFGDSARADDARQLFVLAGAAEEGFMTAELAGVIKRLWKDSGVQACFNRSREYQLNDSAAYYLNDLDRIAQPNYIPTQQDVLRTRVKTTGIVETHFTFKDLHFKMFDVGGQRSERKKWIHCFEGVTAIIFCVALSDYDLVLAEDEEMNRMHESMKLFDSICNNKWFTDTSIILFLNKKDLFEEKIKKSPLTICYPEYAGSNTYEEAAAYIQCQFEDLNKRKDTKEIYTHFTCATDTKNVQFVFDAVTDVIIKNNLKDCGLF
RECQ1 inh: blocks DNA unwinding by human RECQ1. P46063. RECQ1 DNA unwinding, red fluorescence kinetic read. Potency, µM (top dose mostly 57.3 µM), without a hit: at the top dose activity, negative = inhibition, usual class: inhibitors. 240,000 compounds, 0.54% hits. AID 2549;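 also: plate controls were vehicle for no effect and no enzyme for full effect; nearly all actives have a fitted effect of over 30% in size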
Target sequence (P46063 whole entry, looked up): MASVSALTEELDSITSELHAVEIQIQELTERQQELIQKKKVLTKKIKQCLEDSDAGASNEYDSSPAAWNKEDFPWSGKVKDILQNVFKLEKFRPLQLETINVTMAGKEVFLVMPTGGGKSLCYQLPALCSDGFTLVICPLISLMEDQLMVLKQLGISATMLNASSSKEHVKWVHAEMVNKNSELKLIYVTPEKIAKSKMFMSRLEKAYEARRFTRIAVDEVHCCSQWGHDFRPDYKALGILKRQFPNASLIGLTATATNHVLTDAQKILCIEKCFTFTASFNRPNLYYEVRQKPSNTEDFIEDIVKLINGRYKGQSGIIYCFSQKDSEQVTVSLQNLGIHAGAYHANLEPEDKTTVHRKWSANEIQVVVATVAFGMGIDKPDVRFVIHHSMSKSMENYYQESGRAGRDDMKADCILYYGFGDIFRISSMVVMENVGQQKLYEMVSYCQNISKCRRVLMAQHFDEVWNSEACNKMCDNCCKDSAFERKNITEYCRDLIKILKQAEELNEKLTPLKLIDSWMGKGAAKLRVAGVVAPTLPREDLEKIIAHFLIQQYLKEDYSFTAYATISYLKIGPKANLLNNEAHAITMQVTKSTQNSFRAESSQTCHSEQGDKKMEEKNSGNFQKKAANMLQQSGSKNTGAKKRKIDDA
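50 nM RECQ1T1 preincubated 15 min with compound in Tris pH 8.0 buffer with MgCl2, DTT, Tween-20 and 2.5 ug/ml poly(dI-dC); started with 200 nM TAMRA/BHQ-2 forked duplex and 2 mM ATP. Unwinding read as fluorescence (525/598 nm), two reads 2 h apart.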
GAA glycogen mod: GAA glycogen-cleavage inhibition or activation; recombinant GAA, glycogen substrate, Amplex Red glucose oxidase fluorescence; AID 2100; Potency, µM (top dose mostly 76.4 µM), for inactives: top-dose activity change, negative = inhibition, usual class: inhibitors; P10253; 300,000 compounds, 0.38% hits;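 also: 0% = full enzyme reaction and -100% = no-enzyme basal signal; the screen sought inhibitors and activators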
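Recombinant human enzyme (4 nM); glycogen substrate; 37 C, 40 min, pH 5.0. Readout: coupled glucose oxidase/Amplex Red fluorescence.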
GAA inhib: alpha-glucosidase (human) inhibition. P10253. purified human GAA, 4-MU-alpha-glucoside fluorescence. Potency, µM (titrated, usually from 76.9 µM), for the others: at the highest dose activity change, negative = inhibition, most hits filed as inhibitors. 200,000 compounds, 0.005% hits;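 also: plate controls were uninhibited enzyme wells for no effect and no-enzyme background for full effect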
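AC50 values come from Hill fits of compound titrations (up to 77 uM) against 4 nM human enzyme. Substrate 4-methylumbelliferyl-alpha-D-pyranoside at 400 uM, pH 5.0 citrate buffer, 20 min room temperature; fluorescence Ex 365/Em 440 after alkaline stop.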
TR SRC2 fluor cs: counter-screen for TRb-SRC2 inhibitors: fluorescence interference. TRb/SRC2 Texas Red total fluorescence interference. Potency, µM (top dose mostly 106 µM), for the others: top-dose fluorescence change, negative = quenching. 280,000 compounds, 0.29% hits. AID 1479; active = well fitted curve in either direction with a large enough effect; inconclusive = small, poorly fitted or top-dose-only effect
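Flags fluorescent or light-absorbing compounds by total fluorescence, S + 2P, at 555 nm excitation and 632 nm emission. Mixture: 20 nM Texas Red SRC2 peptide, 0.6 uM human TRb LBD, 1 uM T3, 5% DMSO; compound exposure 5 h at ambient temperature.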
L3MBTL1 inh: inhibitors of human L3MBTL1; Q9Y468; Potency, µM (titrated, usually from 57.1 µM), for inactives: at the highest dose activity, negative = inhibition, usual class: inhibitors; 230,000 compounds, 0.66% hits; AlphaScreen L3MBTL1–H3K9me1 peptide binding; also: nearly all actives have a fitted effect of over 60% in size
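Displacement of a biotinylated histone H3(1-15) peptide monomethylated at Lys9 (75 nM) from L3MBTL1 (50 nM) was measured by AlphaScreen after a 30 min room-temperature compound incubation; cefsulodin titration served as intraplate control.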
Numbers without * were called inactive; & = joins results of further samples; [ ] = another dose, or the depositor's remark. Unless noted, calls follow the shape of the dose curve; as a rule, active = well fitted curve in the direction sought with a large enough effect; inconclusive = small, poorly fitted or top-dose-only effect, or another doubt; inactive = no such curve, though single readings can be large; an effect the other way counts as inactive or inconclusive. Unless noted, % is scaled to controls: 0 for no effect and ±100 for the full control effect; potency is read from the fitted curve at half-maximal effect.

The first two entries as a preview:
What do the screens show for `CCCN1CCC(NC(=O)Nc2ccc(Br)cc2)CC1`?
TRb SRC2 PPI: 5%; aGlu spleen mod: 6%; GoLoco inh red: 29%; RECQ1 inh: 14%; GAA glycogen mod: 0%; GAA inhib: 10%; TR SRC2 fluor cs: -2%; L3MBTL1 inh: -3%

Results for CC1C(=O)CC(c2ccccc2)N(C)C1c1ccccc1 (centres undefined) ?
TRb SRC2 PPI: 5%; aGlu spleen mod: 1%; GoLoco inh red: -7%; RECQ1 inh: -12%; GAA glycogen mod: -16%; GAA inhib: -1%; TR SRC2 fluor cs: 1%

Main list, repeating the preview:
What do the screens show for `CCCN1CCC(NC(=O)Nc2ccc(Br)cc2)CC1`?
TRb SRC2 PPI: 5%; aGlu spleen mod: 6%; GoLoco inh red: 29%; RECQ1 inh: 14%; GAA glycogen mod: 0%; GAA inhib: 10%; TR SRC2 fluor cs: -2%; L3MBTL1 inh: -3%

Results for CC1C(=O)CC(c2ccccc2)N(C)C1c1ccccc1 (centres undefined) ?
TRb SRC2 PPI: 5%; aGlu spleen mod: 1%; GoLoco inh red: -7%; RECQ1 inh: -12%; GAA glycogen mod: -16%; GAA inhib: -1%; TR SRC2 fluor cs: 1%

Results for CS(=O)(=O)Nc1ccc(S(=O)(=O)NCCc2ccccc2)cc1 ?
TRb SRC2 PPI: -16%; aGlu spleen mod: -8%; GoLoco inh red: 14%; RECQ1 inh: -16%; GAA glycogen mod: -18%; GAA inhib: 4%; TR SRC2 fluor cs: 0%; L3MBTL1 inh: 8%

How did OCCC1CN(Cc2cccc(OC3CCCC3)c2)CCN1Cc1ccsc1 (centres undefined) do in these assays?
TRb SRC2 PPI: -2%; aGlu spleen mod: -8%; GoLoco inh red: -5%; RECQ1 inh: -10%; GAA glycogen mod: 3%; GAA inhib: -13%; TR SRC2 fluor cs: -6%; L3MBTL1 inh: -12%

Results for COc1cc(CNC2CCCCC2OC)cc(OC)c1OC (centres undefined) ?
TRb SRC2 PPI: -2%; aGlu spleen mod: 3%; GoLoco inh red: -3%; RECQ1 inh: 13%; GAA glycogen mod: -5%; GAA inhib: 1%; TR SRC2 fluor cs: 3%; L3MBTL1 inh: 3%

How did Cc1c(NC(=O)C2CCCO2)cccc1[N+](=O)[O-] (centres undefined) do in these assays?
TRb SRC2 PPI: 3%; aGlu spleen mod: 2%; GoLoco inh red: 11%; RECQ1 inh: -4%; GAA glycogen mod: 1%; GAA inhib: -8%; TR SRC2 fluor cs: 0%; L3MBTL1 inh: 11%

Results for Cc1ccc(C(=O)N/C(N)=N/c2nc3ccccc3o2)cc1 ?
TRb SRC2 PPI: 0%; aGlu spleen mod: -4%; GoLoco inh red: -5%; RECQ1 inh: -10%; GAA glycogen mod: 7%; GAA inhib: -6%; TR SRC2 fluor cs: -3%

What do the screens show for `COc1ccc(CCNC(=O)c2cc(S(=O)(=O)N3CCC4(CC3)OCCO4)ccc2F)cc1OC`?
TRb SRC2 PPI: -3%; aGlu spleen mod: -4%; GoLoco inh red: 3%; RECQ1 inh: inactive; GAA glycogen mod: inconclusive; GAA inhib: -8%; TR SRC2 fluor cs: 0%

Results for COc1ccc(CCNC(=O)C2CCN(C(=O)c3cccs3)CC2)cc1 ?
TRb SRC2 PPI: 0%; aGlu spleen mod: -1%; GoLoco inh red: 1%; RECQ1 inh: -2%; GAA glycogen mod: 1%; GAA inhib: -1%; TR SRC2 fluor cs: -6%

Results for C=CCSc1nc(N)c(C(=O)Nc2ccccc2)cc1C#N ?
TRb SRC2 PPI: -8%; aGlu spleen mod: 0%; GoLoco inh red: 15%; RECQ1 inh: -7%; GAA glycogen mod: 4%; GAA inhib: 3%; TR SRC2 fluor cs: 1%

How did N#Cc1c(Cl)cccc1-n1ccnc1 do in these assays?
TRb SRC2 PPI: -5%; aGlu spleen mod: 0%; GoLoco inh red: 3%; RECQ1 inh: inactive; GAA glycogen mod: 0%; GAA inhib: -3%; TR SRC2 fluor cs: 1%; L3MBTL1 inh: 0%

How did N/C(=N\OC(=O)CCCOc1ccccc1)c1ccccc1 do in these assays?
TRb SRC2 PPI: -1%; aGlu spleen mod: -6%; GoLoco inh red: -2%; RECQ1 inh: -4%; GAA glycogen mod: 2%; GAA inhib: -20%; TR SRC2 fluor cs: -2%; L3MBTL1 inh: 135%[activator]

What do the screens show for `CS(=O)(=O)C1=C(O)C(=O)N(CCCC(=O)O)C1c1ccccc1F` (centres undefined)?
TRb SRC2 PPI: -2%; aGlu spleen mod: -1%; GoLoco inh red: -12%; RECQ1 inh: -4%; GAA glycogen mod: -4%; GAA inhib: -5%; TR SRC2 fluor cs: 0%; L3MBTL1 inh: -1%

What do the screens show for `COc1cc(C2NC(=O)C(C#N)=C(Nc3cccc(C)c3)S2)ccc1O` (centres undefined)?
TRb SRC2 PPI: -3%&0%; aGlu spleen mod: -1%&5%; GoLoco inh red: 6%&0%; RECQ1 inh: -4%&-3%; GAA glycogen mod: -12%&-9%; GAA inhib: inconclusive; TR SRC2 fluor cs: -5%&-4%; L3MBTL1 inh: 1%&1%

What do the screens show for `c1ccc(Cc2nnc(N3CCOCC3)c3ccccc23)cc1`?
TRb SRC2 PPI: -5%; aGlu spleen mod: -3%; GoLoco inh red: 0%; RECQ1 inh: -1%; GAA glycogen mod: -17%; GAA inhib: 1%; TR SRC2 fluor cs: 0%

Results for Cc1ccc(/C=C/C(=O)OCC(=O)Nc2cccc(S(=O)(=O)N(C)C)c2)o1 ?
TRb SRC2 PPI: 1%[53 µM]; aGlu spleen mod: -4%; GoLoco inh red: -6%; RECQ1 inh: -1%; GAA glycogen mod: 4%; GAA inhib: -4%; TR SRC2 fluor cs: -2%[53 µM]; L3MBTL1 inh: -9%

What do the screens show for `CCCCN(CC)c1nc(N)c2c(N)nc(OCC)cc2c1C#N`?
TRb SRC2 PPI: -5%; aGlu spleen mod: 4%; GoLoco inh red: 14%; RECQ1 inh: -12%; GAA glycogen mod: -7%; GAA inhib: 7%; TR SRC2 fluor cs: -4%

Results for S=C(NCc1ccco1)Nc1ccc(N2CCOCC2)cc1 ?
TRb SRC2 PPI: -2%; aGlu spleen mod: 2%; GoLoco inh red: -10%; RECQ1 inh: 1%; GAA glycogen mod: inconclusive; GAA inhib: -3%; TR SRC2 fluor cs: -5%; L3MBTL1 inh: -7%

How did O=C(O)CC1(CC(=O)Nc2cc(F)ccc2Cl)CCCCC1 do in these assays?
TRb SRC2 PPI: 4%; aGlu spleen mod: -2%; GoLoco inh red: 0%; RECQ1 inh: -1%; GAA glycogen mod: 9%; GAA inhib: -6%; TR SRC2 fluor cs: -8%; L3MBTL1 inh: 5%

How did c1cc2cn[nH]c2cc1NC1CCCCCC1 do in these assays?
TRb SRC2 PPI: -16%; aGlu spleen mod: -10%; GoLoco inh red: -31%; RECQ1 inh: -20%; GAA glycogen mod: -10%; GAA inhib: -1%; TR SRC2 fluor cs: -2%; L3MBTL1 inh: -16%

Results for CC1(C)CC(=O)C(C(c2ccc(F)cc2)C2C(=O)CC(C)(C)CC2=O)C(=O)C1 ?
TRb SRC2 PPI: -3%; aGlu spleen mod: -14%; GoLoco inh red: -6%; RECQ1 inh: -6%; GAA glycogen mod: 4%; GAA inhib: -3%; TR SRC2 fluor cs: -2%; L3MBTL1 inh: 2%

What do the screens show for `CCCNC(=O)c1nnsc1S(=O)(=O)c1ccc(Cl)cc1`?
TRb SRC2 PPI: 1%; aGlu spleen mod: 5%; GoLoco inh red: -5%; RECQ1 inh: -19%; GAA glycogen mod: 3%; GAA inhib: 0%; TR SRC2 fluor cs: -4%; L3MBTL1 inh: -5%

How did Cc1ccc(NC(=O)COC(=O)C(NS(=O)(=O)c2ccc(Cl)cc2)C(C)O)cc1C (centres undefined) do in these assays?
TRb SRC2 PPI: 22%; aGlu spleen mod: -6%; GoLoco inh red: -37%; RECQ1 inh: -1%; GAA glycogen mod: 3%; GAA inhib: 0%; TR SRC2 fluor cs: 0%; L3MBTL1 inh: -13%

What do the screens show for `CC(C)N(C(=O)COC(=O)c1cccc(C(=O)OCC(=O)N(C(C)C)C(C)C)n1)C(C)C`?
TRb SRC2 PPI: 0%; aGlu spleen mod: -6%; GoLoco inh red: 2%; RECQ1 inh: -15%; GAA glycogen mod: 7%; GAA inhib: -1%; TR SRC2 fluor cs: -5%

What do the screens show for `CCCc1noc2c1/C(=N\O)CC(CC(C)SCC)C2` (centres undefined)?
TRb SRC2 PPI: -15%; aGlu spleen mod: -7%; GoLoco inh red: -2%; RECQ1 inh: -14%; GAA glycogen mod: 0%; GAA inhib: -5%; TR SRC2 fluor cs: 2%; L3MBTL1 inh: -1%

What do the screens show for `CC(C)(C)NC(=O)NC(=O)COC(=O)c1ccc(OC(F)(F)F)cc1`?
TRb SRC2 PPI: 10%; aGlu spleen mod: -3%; GoLoco inh red: -1%; RECQ1 inh: -10%; GAA glycogen mod: 0%; GAA inhib: -2%; TR SRC2 fluor cs: 2%; L3MBTL1 inh: -8%

Results for COc1ccc(OC)c(NC(=O)c2[nH]c(C)c(C(C)=O)c2C)c1 ?
TRb SRC2 PPI: 0%; aGlu spleen mod: 8%; GoLoco inh red: -5%; RECQ1 inh: -2%; GAA glycogen mod: 0%; GAA inhib: inconclusive; TR SRC2 fluor cs: -3%; L3MBTL1 inh: 2%

Results for O=C(NCCN1CCOCC1)C1CCC(=O)N1Cc1ccccc1Cl (centres undefined) ?
TRb SRC2 PPI: -8%; aGlu spleen mod: -7%; GoLoco inh red: 9%; RECQ1 inh: -13%; GAA glycogen mod: -6%; GAA inhib: 1%; TR SRC2 fluor cs: 0%; L3MBTL1 inh: 13%

Results for CCOC(=O)C1=C(N)Oc2cc(C)[nH]c(=O)c2C1c1ccncc1 (centres undefined) ?
TRb SRC2 PPI: 13%; aGlu spleen mod: -4%; GoLoco inh red: 1%; RECQ1 inh: -9%; GAA glycogen mod: -1%; GAA inhib: -9%; TR SRC2 fluor cs: -2%; L3MBTL1 inh: -4%

The list is partial; rates above refer to the full screens.
